# High-throughput results from PubChem.
# DAGLB inhibitor = DAGLB lipase inhibitors, primary screen, biochemical, fluorescence, HTS | Diacylglycerol lipase-beta (Homo sapiens), Q8NCG7 | HEK293T DAGLB membrane lysate, EnzChek fluorogenic substrate | inhibition, % at 5.17 µM | 0.059% of 340,000 active; in the data active means inhibition above about 34%;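 further: 0% = enzyme with vehicle and 100% = wells lacking enzyme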
# NSD2 inh = NSD2 histone methyltransferase inhibitors, primary screen, biochemical, AlphaScreen, single concentration, set 2; Histone-lysine N-methyltransferase NSD2 (Homo sapiens), O96028; NSD2 peptide methylation, 120 min; inhibition, % at 12.5 µM; 0.54% of 310,000 active; AID 743445, 2014; in the data active means inhibition above about 50%
# SR-BI DiI-HDL act = activators of SR-BI mediated DiI-HDL uptake, primary screen, ldlA[mSR-BI] CHO cells, DiI fluorescence; 0.096% of 320,000 active; 3 h; 100 = double the neutral-control signal; activation, % at 12.5 µM;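 active means mean replicate activation of at least 60% and every replicate at or above 60%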;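 further: 0% = median plate neutral-control signal and 100% = twice that signal; values of inactives mirror those of a sister screen read the other way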
#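 Assay system: LDL receptor-deficient CHO ldlA cells overexpressing murine SR-BI / Medium: BSA-supplemented, HEPES-buffered Ham's F12, pH 7.4 / Probe or stimulus: DiI-labelled HDL at 10 µg/mL final / Timing: compound with DiI-HDL co-incubation, 3 h at 37 °C / Technique: bottom-read cell fluorescence after medium removal, ex 550/em 595 nm / Measure: HDL uptake via cellular fluorescence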
# Arrestin-AP2 inh = inhibitors of beta-arrestin/AP2 binding, primary screen, biochemical, GPCR trafficking, flow cytometry | beta-arrestin 1 C-terminal peptide binding to AP2 beta2-adaptin appendage (human) | FITC-arrestin peptide / GST-AP2 beads; AP2 beta2 appendage carries R879A mutation | inhibition, % at 10 µM | 0.31% of 340,000 active | AID 504490, 2011;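 active means inhibition above a set limit, near 3 SD of compounds lacking own fluorescence, cut at about 54% in these data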;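 further: plate controls were DMSO wells for no effect and 5 µM unlabelled arrestin peptide for full effect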
#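 test system = AP2 appendage R879A on GSH beads | buffer or medium = PBS plus Tween 20 (0.05%) and BSA (0.1%) | incubation = 12 min plus 1 h, RT | detection = bead flow cytometry, FITC channel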
# PvdQ inh = P. aeruginosa PvdQ acylase inhibitors, primary screen, biochemical, fluorescence, plate reader and imaging, single point | AID 488965, 2010 | 0.063% of 340,000 active | PvdQ acylase [Pseudomonas aeruginosa LESB58] | inhibition, % at 10 µM | purified PvdQ acylase; in the data active means inhibition above about 30%, passing the limit was not always enough;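 further: 0% = vehicle neutral wells and 100% = reference inhibitor wells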
# C-LANA FP = inhibitors of KSHV C-LANA binding to DNA, primary screen, biochemical, fluorescence polarization, FAM-LBS DNA, MBP-C-LANA, single point. inhibition, % at 9 µM. Kaposi's sarcoma herpesvirus LANA C-terminal domain (residues 932-1162) DNA binding. 0.078% of 340,000 active;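 active means highest replicate inhibition at or above 60% at 9 µM, even if other replicates fall short; inactive means all replicates below 60% inhibition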;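 further: 0% = neutral control wells and 100% = 4 µM acridine orange control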
# RTF Ca sens inh = cardiac RTF calcium sensitivity inhibitors, primary screen, biochemical, IANBD-TnC fluorescence, EC70 calcium. Troponin I, cardiac muscle (Homo sapiens) + Troponin T, cardiac muscle (Homo sapiens) + …. IANBD-labeled cardiac RTF, Ca2+ fluorescence. inhibition, % at 7.15 µM. 0.12% of 340,000 active. AID 493244, 2011;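 active means inhibition above the mean inhibition of all tested compounds plus 3 SD, cut at about 17% in these data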;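 further: assay run at fixed EC70 calcium of 1.6 mM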
# Keap1 Nrf2 FP = Keap1-Nrf2 protein-protein interaction inhibitors, primary screen, biochemical, fluorescence polarization, single point; Kelch-like ECH-associated protein 1 (Homo sapiens), Q14145; Keap1 Kelch-Nrf2 peptide fluorescence polarization, 1536-well; inhibition, % at 9.4 µM; 0.15% of 340,000 active; in the data active means inhibition above about 12%;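 further: human Keap1 Kelch domain with fluorescein labeled Nrf2 9mer peptide probe; 0% = neutral control wells and 100% = peptide positive control; higher means more block of Keap1 binding to Nrf2 peptide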
# Target sequence (Q14145 whole entry, looked up, the tested form may be a part): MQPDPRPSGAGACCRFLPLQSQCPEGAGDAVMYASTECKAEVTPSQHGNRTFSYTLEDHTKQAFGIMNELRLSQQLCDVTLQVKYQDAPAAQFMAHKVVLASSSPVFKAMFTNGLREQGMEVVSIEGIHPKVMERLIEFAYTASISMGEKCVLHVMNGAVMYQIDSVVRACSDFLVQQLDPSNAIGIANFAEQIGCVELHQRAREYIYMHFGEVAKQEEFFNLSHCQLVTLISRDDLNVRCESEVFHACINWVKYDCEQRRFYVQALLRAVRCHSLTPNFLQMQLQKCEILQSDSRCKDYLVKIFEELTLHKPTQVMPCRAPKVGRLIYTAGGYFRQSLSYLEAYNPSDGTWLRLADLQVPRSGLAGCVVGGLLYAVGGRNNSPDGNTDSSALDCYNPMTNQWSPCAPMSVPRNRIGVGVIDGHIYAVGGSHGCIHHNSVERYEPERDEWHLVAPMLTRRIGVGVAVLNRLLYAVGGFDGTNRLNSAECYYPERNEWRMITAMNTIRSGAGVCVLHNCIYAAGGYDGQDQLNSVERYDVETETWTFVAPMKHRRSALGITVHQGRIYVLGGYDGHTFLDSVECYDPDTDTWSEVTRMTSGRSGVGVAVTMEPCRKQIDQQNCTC
# PKA-R2B act = activators of PKA-R2B holoenzyme, primary screen, biochemical, fluorescence polarization, Cy5-IP20, human. cAMP-dependent protein kinase catalytic subunit beta (Homo sapiens) + cAMP-dependent …. PKA-R2B holoenzyme dissociation; R2B truncated from residue 108, S112A mutant; 0% DMSO only, 100% 113 µM cGMP. activation, % at 11.4 µM. 0.079% of 340,000 active;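 active means activation above a cutoff set at the mean over all compounds plus 3 SD, cut at about 18% in these data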;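 further: higher means more holoenzyme dissociation and a rise in polarization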
# Target sequence (P31323 whole entry, looked up, other chains not shown, the tested form may be a part): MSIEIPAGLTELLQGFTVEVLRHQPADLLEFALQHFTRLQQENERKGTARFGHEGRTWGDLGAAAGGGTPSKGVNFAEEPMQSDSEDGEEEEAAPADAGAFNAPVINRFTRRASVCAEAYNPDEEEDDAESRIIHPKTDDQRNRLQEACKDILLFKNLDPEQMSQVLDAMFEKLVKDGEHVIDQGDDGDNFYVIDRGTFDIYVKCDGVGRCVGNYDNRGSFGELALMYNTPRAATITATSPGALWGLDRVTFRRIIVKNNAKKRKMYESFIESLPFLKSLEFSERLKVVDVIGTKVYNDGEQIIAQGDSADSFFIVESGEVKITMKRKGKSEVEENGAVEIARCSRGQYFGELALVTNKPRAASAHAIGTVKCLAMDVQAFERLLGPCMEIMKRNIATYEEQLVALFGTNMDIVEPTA
# SR-BI DiI inh = inhibitors of SR-BI mediated HDL lipid uptake, primary screen, ldlA[mSR-BI] cells, fluorescence, single point; ldlA[mSR-BI] CHO cells, DiI-HDL uptake fluorescence, 3 h; inhibition, % at 12.5 µM; 0.96% of 320,000 active; AID 488896, 2010;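 active means mean replicate inhibition of at least 70% and a set share of replicates each scoring 70 or more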;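 further: 0% = median of neutral control wells and 100% = median of positive control wells; values of inactives mirror those of a sister screen read the other way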
# An asterisk follows results filed as active; · = no result given.
DAGLB inhibitor	NSD2 inh	SR-BI DiI-HDL act	Arrestin-AP2 inh	PvdQ inh	C-LANA FP	RTF Ca sens inh	Keap1 Nrf2 FP	PKA-R2B act	SR-BI DiI inh	smiles
-1	-3	22	-4	-7	-1.2	-14	-4	9	-22	Cc1ccnn1CC(=O)N/N=C/c1cn[nH]c1-c1ccc(F)cc1
0	-1	-7	11	4	-0.6	-3	-1	3	7	Cc1ccc(N2C(=O)CC(n3nc(C)cc3C)C2=O)cc1 (configuration not stated)
-1	8	·	9	2	-1.7	-9	3	-5	·	CN(C)CCCN(Cc1cc2cc3c(cc2[nH]c1=O)OCCO3)C(=O)NC1CCCCC1
-1	-2	26	-16	-7	-2.4	-2	-1	-22	-26	Cc1ccc(N2CC(C(=O)OCC(=O)c3ccc(C)c([N+](=O)[O-])c3)CC2=O)cc1 (configuration not stated)
-1	0	22	14	10	-0.2	-9	1	-8	-22	Cc1ccc(C)c(N(CC(=O)NN=C2CCCCCCC2)S(C)(=O)=O)c1
3	-8	-2	4	-5	-5.4	-1	-12	4	2	Cc1ccc(NC(=O)Cc2nc(COC(=O)C(C)NS(=O)(=O)c3ccc(C)cc3)cs2)cc1 (configuration not stated)
0	-5	21	2	-7	0.1	-7	-2	-4	-21	CCCC(=O)NNC(=O)c1c(O)c2ccccc2[nH]c1=O
-20	2	-8	10	8	1.4	-7	2	6	8	COc1cc([N+](=O)[O-])ccc1NC(=O)CCCOc1cccc(C)c1C
4	-3	-19	10	-2	0.3	2	-6	-1	19	Cc1cccc(OCC(=O)N2CCN(C(=O)CCC3CCCC3)CC2)c1
2	0	41	49	9	-1.0	-11	1	-7	-41	O=C(Nc1ccccc1)c1cccnc1N1CCCC1
-2	1	-4	24	-1	0.7	-3	0	-2	4	CN(C(=O)C(=O)c1cn(CC(=O)N2CCCC2)c2ccccc12)C1CCCCC1
-1	12	2	3	-16	-0.3	0	-2	-6	-2	CC1CCCC(=NNC(=O)C2COc3ccccc3O2)C1 (configuration not stated)
1	·	-9	3	-13	0.0	-16	-3	-5	9	COC(=O)CSc1nnc(C2COc3ccccc3O2)n1-c1ccccc1 (configuration not stated)
0	3	8	-19	-19	0.6	-12	-3	-2	-8	COc1cc(OC)c(OC)cc1CNCCSc1nnnn1C
0	0	-38	9	-20	-0.4	-6	0	-7	38	CCCNS(=O)(=O)c1ccc(OCC(=O)N2CCc3ccccc3C2)c(C)c1
-2	5	1	39	4	-0.4	3	5	-5	-1	Cc1cc(C)n(-c2ccc(NC(=O)C3CCN(Cc4ccc(C)o4)CC3)cc2)n1
-15	3	21	0	-10	0.4	0	-3	2	-21	Cc1ccc(NC(=O)Cc2ccc3c(c2)CCCC3)cc1C
0	14	0	0	-9	-0.4	-2	-6	2	0	Cc1ccc2nccc(C(=O)N3CCCC(Nc4ccc(C)c(C)c4)C3)c2c1 (configuration not stated)
-1	-3	-4	-10	-16	-2.4	-4	-1	-5	4	NNC(=O)c1cc2ccccc2cc1NS(=O)(=O)c1ccccc1
1	-3	3	-3	5	-1.0	-10	-4	-1	-3	COc1ccc(NC(=O)c2ccc(Oc3ncccn3)cc2)cc1
-4	0	14	-4	-10	0.4	3	-4	-9	-14	COc1cc(/C=N/Nc2nc(Nc3ccc(C)cc3)nc(-n3nc(C)cc3C)n2)cc(OC)c1OC
-3	-1	29	-3	-21	-1.6	-6	-1	-11	-29	CCC1CCCCN1C(=O)Cn1c(=O)oc2ccccc21 (configuration not stated)
-1	-1	-8	-2	-5	-0.8	1	0	-11	8	Cc1cc(N2CC(C(=O)O)CC2=O)ccc1Br (configuration not stated)
6	·	12	0	-14	-2.6	-9	-4	4	-12	NC(=O)CC(NC(=O)c1cccc(Br)c1)c1ccc(NC2CCC2)c([N+](=O)[O-])c1 (configuration not stated)
2	-1	4	27	0	-0.5	-10	-1	2	-4	Cc1c(C)c2c(OCC(=O)O)cc3c(c2oc1=O)CCC(C)(C)O3

# Ten entries from above, in CSV form:
molecule,DAGLB inhibitor,NSD2 inh,SR-BI DiI-HDL act,Arrestin-AP2 inh,PvdQ inh,C-LANA FP,RTF Ca sens inh,Keap1 Nrf2 FP,PKA-R2B act,SR-BI DiI inh
Cc1cc(C)n(-c2ccc(NC(=O)C3CCN(Cc4ccc(C)o4)CC3)cc2)n1,-2,5,1,39,4,-0.4,3,5,-5,-1
Cc1ccc(NC(=O)Cc2ccc3c(c2)CCCC3)cc1C,-15,3,21,0,-10,0.4,0,-3,2,-21
Cc1ccc2nccc(C(=O)N3CCCC(Nc4ccc(C)c(C)c4)C3)c2c1 (configuration not stated),0,14,0,0,-9,-0.4,-2,-6,2,0
NNC(=O)c1cc2ccccc2cc1NS(=O)(=O)c1ccccc1,-1,-3,-4,-10,-16,-2.4,-4,-1,-5,4
COc1ccc(NC(=O)c2ccc(Oc3ncccn3)cc2)cc1,1,-3,3,-3,5,-1.0,-10,-4,-1,-3
COc1cc(/C=N/Nc2nc(Nc3ccc(C)cc3)nc(-n3nc(C)cc3C)n2)cc(OC)c1OC,-4,0,14,-4,-10,0.4,3,-4,-9,-14
CCC1CCCCN1C(=O)Cn1c(=O)oc2ccccc21 (configuration not stated),-3,-1,29,-3,-21,-1.6,-6,-1,-11,-29
Cc1cc(N2CC(C(=O)O)CC2=O)ccc1Br (configuration not stated),-1,-1,-8,-2,-5,-0.8,1,0,-11,8
NC(=O)CC(NC(=O)c1cccc(Br)c1)c1ccc(NC2CCC2)c([N+](=O)[O-])c1 (configuration not stated),6,·,12,0,-14,-2.6,-9,-4,4,-12
Cc1c(C)c2c(OCC(=O)O)cc3c(c2oc1=O)CCC(C)(C)O3,2,-1,4,27,0,-0.5,-10,-1,2,-4

# (list continues)
DAGLB inhibitor	NSD2 inh	SR-BI DiI-HDL act	Arrestin-AP2 inh	PvdQ inh	C-LANA FP	RTF Ca sens inh	Keap1 Nrf2 FP	PKA-R2B act	SR-BI DiI inh	smiles
-1	-1	-19	17	11	-3.4	-1	0	3	19	O=C1Nc2cc3c(cc2Sc2ccccc21)OCCO3
-3	·	-3	31	6	-0.1	-4	1	1	3	COc1ccc2[nH]c3c(c2c1)CCN1C(=O)C(CC(=O)NC/C=C(\C)CCC=C(C)C)C[C@H](C(=O)N2CCOCC2)[C@@]31CCC1CCCC1 (some centres not stated)
-1	-3	-14	12	-8	2.7	4	-2	-10	14	Nc1cccc(NC(=O)CCC(=O)NCc2ccco2)c1
2	2	39	-7	-7	0.6	1	0	0	-39	CC(=O)Nc1ccc2c(CSc3nnc(-c4cccnc4)n3-c3ccc(C)cc3C)cc(=O)oc2c1
-2	-3	33	23	-2	0.1	-3	-7	3	-33	Cn1c(SCC(=O)N2CCN(S(=O)(=O)c3ccccc3)CC2)nc2ccccc21
2	-1	-9	1	-9	-1.3	-1	-3	0	9	COc1cc(NC(=O)CCC2CCCC2)cc(-n2cnnn2)c1
1	2	11	17	8	-0.7	3	-4	-4	-11	Cn1c(=O)c(=O)n(C)c2cc(S(=O)(=O)CCC(=O)Nc3ccc(C(F)(F)F)cc3)ccc21
3	2	-4	13	-4	-0.2	-6	2	2	4	O=C(NCC(c1ccco1)N1CCCCC1)c1cccc(S(=O)(=O)Nc2ccc(F)cc2)c1 (configuration not stated)
1	0	23	18	3	-1.6	14	4	2	-23	CC1CCCN(C(=O)C2(NC(=O)Nc3cccc(F)c3)CCCCC2)C1 (configuration not stated)
0	-1	9	1	3	-0.2	-6	0	0	-9	O=C(N/N=C/c1ccncc1)c1cccs1
-3	2	-17	12	9	-0.3	-3	-1	-4	17	O=C(Nc1ccc(-n2cnnn2)cc1)c1cccc(S(=O)(=O)N2CCCC2)c1
-3	·	-3	2	-3	-0.5	-1	1	-8	3	O=C(Nc1ccccc1)C1=C[C@H](c2ccccc2)C[C@H](OCc2ccc(CO)cc2)O1
-4	-3	10	47	1	-0.1	-5	1	1	-10	COc1ccccc1-n1c(SCC(=O)N2CCOCC2)nc2ccccc2c1=O
-3	33	30	28	-5	-0.1	0	5	-1	-30	Cc1ccc(N(CC(=O)Nc2cccc(Cl)c2C)S(C)(=O)=O)cc1
1	-1	17	10	-8	-0.2	0	-4	1	-17	O=C(CN1C(=O)c2cccc([N+](=O)[O-])c2C1=O)N1CCN(S(=O)(=O)c2ccccc2)CC1
0	1	8	-7	-14	-0.2	6	-5	2	-8	CCCc1cc(=O)[nH]c(SCC(=O)Nc2c(C)n(C)n(-c3ccccc3)c2=O)n1
-1	-1	-16	-19	-12	-3.1	-3	1	1	16	Cc1nn(CC(=O)Nc2ccc(S(=O)(=O)N(C)C)cc2)c(C)c1[N+](=O)[O-]
0	2	28	15	5	-0.8	-11	5	-1	-28	CCNc1nc(NCC)nc(OCCNS(=O)(=O)c2ccccc2)n1
-2	·	26	3	-9	-2.5	-7	2	-6	-26	O=C(c1ccc(C(F)(F)F)cc1)n1ccc(-c2cccs2)n1
0	2	-87	25	4	-0.1	-1	0	1	87*	CCOc1ccccc1/C=N/NC(=O)c1ccc(Cn2cc([N+](=O)[O-])cn2)o1
-11	-1	·	8	3	0.5	2	9	-4	-16	O=C(c1cnn(-c2ccccc2)c1)c1ccc2ccccc2c1O
0	-2	4	8	-10	0.0	-2	-2	-1	-4	CCN1CCC(O)(C(C(=O)OC)c2ccccc2)CC1 (configuration not stated)
0	-2	·	14	-1	-0.4	-8	0	-5	·	Cc1cc([N+](=O)[O-])nn1CCCC(=O)Nc1cccnc1Cl
